# STK33 inh: inhibitors of human STK33 kinase. Q9BYT3. purified STK33, MBP phosphorylation, ADP-Glo luminescence. inhibition, % at 10 µM. actives 0.073% (n = 320,000);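 active = inhibition at or above 25%, using the most active replicate where run in duplicate; inactive = inhibition below 25%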
# Target sequence (Q9BYT3 whole entry, looked up): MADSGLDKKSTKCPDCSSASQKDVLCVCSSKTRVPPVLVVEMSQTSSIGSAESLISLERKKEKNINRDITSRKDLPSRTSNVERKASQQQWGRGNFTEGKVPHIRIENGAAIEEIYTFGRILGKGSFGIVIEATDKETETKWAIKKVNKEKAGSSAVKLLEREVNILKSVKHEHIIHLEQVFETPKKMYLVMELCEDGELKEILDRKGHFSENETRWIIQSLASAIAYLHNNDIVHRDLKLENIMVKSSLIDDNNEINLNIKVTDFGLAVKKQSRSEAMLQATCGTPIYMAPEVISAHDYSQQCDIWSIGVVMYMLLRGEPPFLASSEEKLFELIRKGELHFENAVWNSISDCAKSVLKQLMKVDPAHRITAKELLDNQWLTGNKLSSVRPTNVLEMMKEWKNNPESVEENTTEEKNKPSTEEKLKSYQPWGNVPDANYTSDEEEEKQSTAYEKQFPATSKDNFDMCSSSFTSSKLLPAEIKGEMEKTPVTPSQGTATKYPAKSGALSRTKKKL
# CHT allo act: allosteric activators of human choline transporter CHT. Q9GZV3. CHT-expressing cells, membrane potential dye, choline EC20; hits give high values; LV-AA mutant CHT in HEK293 cells. B-score at 10 µM. actives 0.49% (n = 310,000). AID 488977;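 active = initial fluorescence not abnormally high and integrated response B-score, plate-corrected, over 3 SD above library mean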
# CHT inh: inhibitors of human choline transporter CHT; B-score at 10 µM; Q9GZV3; AID 488975; actives 0.86% (n = 310,000); CHT-expressing cells, membrane potential dye, choline response; hits give low values;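 active = B-score over 3 SD under the library average, and starting fluorescence ratio not unusually high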;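 note: choline stimulus applied at its EC90 after an EC20 pre-addition; B-score computed on integrated fluorescence ratio after choline addition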
# An asterisk follows results filed as active; i = inactive; nt = no result given. Rows are unselected; 1.5% or so of the library scored in one or more.
SMILES	STK33 inh	CHT allo act	CHT inh
COCCNC(=O)Cn1nc(C(F)(F)F)c(Br)c1C	-0.4	i	i
COc1cc(NC(=O)Cc2c(C(=O)O)[nH]c3ccccc23)cc(OC)c1OC	-0.8	i	i
Cc1ccc(-n2nc3c(N4CCC(C(=O)NCCc5ccco5)CC4)nnc(C)c3c2C)cc1	2.2	i	i
O=C(CSc1nnnn1C1CCCCC1)Nc1nc2c(s1)CCCC2	0.7	i	i
CCOC(=O)CSc1cn2c(n1)CCC2	-0.7	i	i
O=C(O)C(C(O)c1ccccc1)[n+]1ccccc1 (stereo not given)	0.0	i	i
O=C(CNc1n[nH]c(=O)[nH]c1=O)N/N=C/C=C/c1ccccc1	-2.0	i	i
Cc1ccc(SC(C)c2nc(-c3ccccc3)no2)cc1 (stereo not given)	-3.2	i	i
Cc1nc(NC(=O)CSc2nnc(C)n2CC2CCCO2)sc1C (stereo not given)	0.2	i	i
CCCCSc1ncnc2[nH]ncc12	-0.8	i	i
CCOCc1nnc(NC(=O)c2cc(C(=O)OC)cc([N+](=O)[O-])c2)s1	0.0	i	i
CCCCc1nc(NCc2ccccc2)c(C#N)c2c1CCCC2	0.4	i	i
CCC12CN(C(=O)c3ccc(C)cc3)CC(CC)(CN(C(=O)c3ccc(C)cc3)C1)C2=O	-2.0	i	i
COc1ccc2c(c1O)C(=O)c1ccccc1C2=O	0.4	i	i
CC(C)CCN1CCNC(=O)C1CC(=O)NCCCN1CCOCC1 (stereo not given)	nt	i	i
CCC(CC)c1nnc(NC(=O)C2=COCCO2)s1	0.3	i	i
CCCOc1ccc(NC(=O)CC2C(=O)N(Cc3ccccc3)C(=S)N2Cc2cccs2)cc1 (stereo not given)	nt	i	i
O=C(c1cc(-c2cccs2)on1)N1CCCCC1	-1.5	i	i
COc1ccccc1CN1CC(C(=O)N(C)Cc2ccncc2C)CCC1=O (stereo not given)	-0.9	i	i
O=C(CCc1nnc(CCCCc2ccccc2)o1)N1CCN(CCO)CC1	-1.1	i	i

# Seven compounds from above, limited to CHT inh:
SMILES | CHT inh
CCC12CN(C(=O)c3ccc(C)cc3)CC(CC)(CN(C(=O)c3ccc(C)cc3)C1)C2=O | i
Cc1nc(NC(=O)CSc2nnc(C)n2CC2CCCO2)sc1C (stereo not given) | i
COc1ccc2c(c1O)C(=O)c1ccccc1C2=O | i
CC(C)CCN1CCNC(=O)C1CC(=O)NCCCN1CCOCC1 (stereo not given) | i
O=C(CSc1nnnn1C1CCCCC1)Nc1nc2c(s1)CCCC2 | i
O=C(O)C(C(O)c1ccccc1)[n+]1ccccc1 (stereo not given) | i
O=C(c1cc(-c2cccs2)on1)N1CCCCC1 | i

# (listing goes on)
SMILES	STK33 inh	CHT allo act	CHT inh
O=C(c1cc2c(s1)-c1ccccc1S(=O)(=O)C2)N1CCN(Cc2ccccc2)CC1	-1.8	i	i
CCCCCn1c(CNC(=O)CCC)nc2ccccc21	0.3	i	i
COc1ccc(C(C)NC(=O)c2ccccc2Cl)cc1OC (stereo not given)	-0.4	i	i
O=S(=O)(Nc1ccc(O)cc1)c1cccc2cccnc12	0.3	i	i
O=C(c1cccs1)N1CCc2ccccc2C1	-0.5	i	i
C=CCN1C(=O)C(C)(C)N(C(=O)c2cccc([N+](=O)[O-])c2)c2ccccc21	-0.6	i	i
NC(=O)C1(C(N)=O)OC1c1ccc(Cl)cc1Cl (stereo not given)	-0.4	i	i
COc1ccc(C(=O)N/C(=C/c2ccco2)C(=O)NC2CCS(=O)(=O)C2)cc1 (stereo not given)	0.0	i	i
CC1CCCCN1CCCNC(=O)c1nn(C)c2c1CS(=O)(=O)c1ccccc1-2 (stereo not given)	1.4	i	i
CC(C)c1ccccc1NC(=S)NC(C)c1ccccc1 (stereo not given)	0.7	i	i
CC(=O)Nc1ccc(C(=O)N/C(=C/c2ccccc2)C(=O)Nc2cccc(C(=O)O)c2)cc1	-1.1	i	i
C[C@H](NC(=O)c1ccccc1Cl)C(=O)NCc1cccs1	0.4	i	i
Cc1ccc(C(=O)CSc2ccc(-c3ccncc3)nn2)cc1	-0.2	i	i
O=C(NCc1ccco1)C(=O)c1cn(CC(=O)N2CCCCCC2)c2ccccc12	1.2	i	i
Cc1cccc(NC(=S)Nc2c(C)n(C)n(-c3ccccc3)c2=O)c1C	-0.9	i	i
Nc1nnn(Cc2ccccc2)n1	-1.0	i	i
O=C(/C=C/c1cccc(F)c1)N(c1ccccn1)C1CCCCC1	-4.7	i	i
Cc1ccc(-c2nc(C)c(C(=O)O)s2)cc1	3.9	i	i
O=C(c1cc2ccccc2o1)N1CCN(c2cccc(Cl)c2)CC1	-0.7	i	i
Cc1ccc(C)c(N(C(=O)CNC(=O)c2ccco2)C(C(=O)NC2CCCCC2)c2cccnc2)c1 (stereo not given)	-0.4	i	i

# The list goes on, overlapping the part above by 4 compounds.
SMILES	STK33 inh	CHT allo act	CHT inh
O=C(/C=C/c1cccc(F)c1)N(c1ccccn1)C1CCCCC1	-4.7	i	i
Cc1ccc(-c2nc(C)c(C(=O)O)s2)cc1	3.9	i	i
O=C(c1cc2ccccc2o1)N1CCN(c2cccc(Cl)c2)CC1	-0.7	i	i
Cc1ccc(C)c(N(C(=O)CNC(=O)c2ccco2)C(C(=O)NC2CCCCC2)c2cccnc2)c1 (stereo not given)	-0.4	i	i
CCNC(=O)c1sc(=S)n(-c2ccc(C)cc2)c1N	-1.1	i	i
CCOc1ccc(NC(=O)N2CCC(NC(=O)c3ccco3)CC2)cc1	-1.4	i	i
CCN(c1ccccc1C(=O)O)S(=O)(=O)c1ccc2[nH]c(=O)[nH]c2c1	-2.2	i	i
COc1ccc(NC(=O)CSc2nc(C)cs2)cc1OC	-0.2	i	i
O=C(NCc1nnc(SCC(=O)N2CCCc3ccccc32)n1-c1ccccc1)c1cccc2ccccc12	-1.4	i	i
COc1cc(Cl)c(CC(=O)c2c[nH]c3ccccc23)cc1OC	-1.0	i	i
COCCn1c(SCC(=O)NCC2CCCO2)nc2c([nH]c3ccccc32)c1=O (stereo not given)	-1.4	i	i
O=C(CSc1nc2ccccc2o1)Nc1nc2ccccc2s1	-0.9	i	i
CC1CCN(C(=O)CSc2nncn2-c2ccccn2)CC1	-4.2	i	i
O=C(Oc1cccc(-n2cnnn2)c1)C1CCCCC1	-1.5	i	i
CC(C)CNC(=S)N1CCC(NC(=O)c2ccco2)CC1	-0.7	i	i
CCOc1cc(C#N)c(NC(=O)c2ccco2)cc1OCC	0.5	i	i
O=C(NCc1ccc(Cl)cc1)c1ccc(Cn2cc(C(F)(F)F)ccc2=O)cc1	-0.5	i	i
Fc1ccc(-n2ncc3c(SCc4cccnc4)ncnc32)cc1	-0.8	i	i
Cc1cccc(-c2noc(CNC(=O)c3ccco3)n2)c1	-1.6	i	i
COc1ccc(NC(=S)Nc2cccc(C(C)=O)c2)cc1OC	-2.7	i	i
CC(C)(C)C(=O)NC(=S)Nc1ccccc1C(=O)NC1CCCCC1	-1.1	i	i
Cc1ccc(CN2CCSc3ccc(C(=O)NCc4ccco4)cc32)cc1	-0.7	i	i
O=C(CSc1n[nH]c(-c2ccccc2Br)n1)NCCN1C(=O)CSC1=O	-1.0	i	i
COC(=O)C1=C(CS(=O)(=O)c2cc(OC)ccc2OC)NC(=O)NC1c1ccc(O)c(OC)c1 (stereo not given)	-1.2	i	i

# Record cards, as listed above. Screens in order: STK33 inh	CHT allo act	CHT inh
# Record of CC1CCN(C(=O)CSc2nncn2-c2ccccn2)CC1 → -4.2	i	i
# Record of Cc1cccc(-c2noc(CNC(=O)c3ccco3)n2)c1 → -1.6	i	i

# Other entries:
SMILES	STK33 inh	CHT allo act	CHT inh
COc1cc(SC)ccc1C(=O)N1CCN(c2ccccc2OC)CC1	0.8	i	i
CCOC(=O)C1(Cc2ccccc2C)CCCN(C(=O)CSC)C1 (stereo not given)	-1.5	i	i
O=C(CCN1CCN(c2ccccc2)CC1)c1ccc(Cl)cc1	-2.4	i	i
CC(C)(C)c1ccc(OCCn2nc(C(=O)O)c3ccccc3c2=O)cc1	-0.5	i	i
Cc1cccc(NC(=O)c2c(F)c(F)c(F)c(F)c2F)c1	-1.1	i	i
O=C(CSc1nc2ccccc2s1)NCCOc1ccccc1	-1.4	i	i
COc1ccc(CCNS(=O)(=O)CCNC(=O)c2ccc(OC)cc2)cc1	-0.2	i	i
OC(CN1CCN(c2ccccc2Cl)CC1)c1ccccc1 (stereo not given)	-0.6	i	i
CS(=O)(=O)N1N=C(c2ccco2)CC1c1ccccc1Cl (stereo not given)	-1.0	i	i
COC(=O)c1cc(NC(=O)CN2CCC(C(N)=O)(N3CCCCC3)CC2)cc(C(=O)OC)c1	-2.1	i	i
CCCn1nc(NC(=O)CC)c2cc3cccc(C)c3nc21	-0.7	i	i
CC1CN(Cc2cc(=O)oc3cc(O)c(Cl)cc23)CC(C)O1 (stereo not given)	3.4	i	i
COC(=O)C1=C(C)Nc2nc3ccccc3n2C1c1ccccc1F (stereo not given)	-3.4	i	i
CCCOc1ccc(/C=N/Nc2ccccc2[N+](=O)[O-])c(O)c1	0.3	i	i
CC1(C)Cc2c(sc3c2c(=N)n(Cc2ccco2)c(=O)n3Cc2ccc(F)cc2)CO1	0.0	i	i
COc1ccc(CNCCC(c2ccc(OC)cc2)c2ccccc2OC)cc1 (stereo not given)	-0.5	7.8*	i
COc1ccc(Nc2ncnc3sc(-c4ccccc4)cc23)c(OC)c1	-1.2	i	i
Cc1ccc(C)c(S(=O)(=O)c2c(C)cc(C)nc2Cl)c1	-1.8	i	i
C[C@H](NC(=O)[C@@H]1CCC(=O)N1Cc1ccco1)c1ccccc1	-0.3	i	i
CCOC(=O)c1sc2nc(C)nc(NCCc3ccccn3)c2c1C	0.5	i	i
COc1ccc(CCNC(=O)C2CCN(C(=O)c3ccc(Cl)cc3)CC2)cc1OC	-4.1	i	i
CCN1CCN(c2nc3c(c(=O)[nH]c(=O)n3C)n2CCSc2nc3ccccc3s2)CC1	-0.3	13*	i
CC(C)NCC(O)COc1ccc2c(c1)CCC2 (stereo not given)	-3.1	i	i
NC(Cc1c[nH]c2ccccc12)C(=O)Nc1ccccc1 (stereo not given)	0.6	i	i
CCOc1ccc(S(=O)(=O)N(CC(=O)N/N=C/c2ccc(-c3ccc([N+](=O)[O-])cc3)o2)c2ccccc2)cc1	-0.3	i	i
CCc1c(C)nc2c(C)cccc2c1SCCC#N	0.7	i	i
O=C(N/N=C/c1ccc2c(c1)OCO2)c1ccc(Cl)cc1Cl	0.0	i	i
COc1ccc2c(c1)c(=O)oc1c(C)c(OCC(=O)N3CCc4ccccc4C3)ccc12	-1.2	i	i
COC(=O)c1[nH]c(C)c(/C(O)=C2\C(=O)C(=O)N(CCN3CCOCC3)C2c2ccccc2OC)c1C (stereo not given)	0.2	i	i
Cc1ccc(CC(=O)Nc2ccc(S(=O)(=O)Nc3ncccn3)cc2)cc1	-2.2	i	i
Cc1cc(C)cc(Nc2c(F)c(F)c(F)c(F)c2C(=O)O)c1	-2.1	i	i
COc1ccc(Br)cc1S(=O)(=O)Nc1cccc(C)n1	1.3	i	i
COc1ccc(Cl)cc1C(=O)Nc1ccc(OCC(=O)N2CCOCC2)cc1	1.9	i	i
CCOc1cc(S(=O)(=O)n2c(C)nc3ccccc32)ccc1F	-0.4	i	i
CN(Cc1c(C(=O)N/N=C/c2ccc(F)cc2)nnn1-c1nonc1N)C1CCCCC1	-2.6	i	i
O=S(=O)(c1ccc(Cl)cc1)N1CCCc2ccccc21	2.0	i	i
CCCC(C)c1nc(C(N)=O)c2[nH]c(=O)n(-c3ccc(OC)cc3OC)c2n1 (stereo not given)	-0.4	i	i
N#Cc1c(Cl)c(Cl)c2nnc(-c3ccc(Br)cc3)n2c1Cl	1.8	i	i
CCOc1ccccc1CN1CCNC(=O)C1CC(=O)NCCN1CCOC1=O (stereo not given)	-1.5	i	i
O=C(Cc1ccc(F)cc1)N1CCN=C1SCc1cccc([N+](=O)[O-])c1	nt	i	i
CCOC(=O)C1=C(O)C(=O)N(CCCn2ccnc2)C1c1ccc(C)cc1 (stereo not given)	0.7	i	i
COC(=O)c1cc(F)c(-n2cncn2)c(F)c1	0.5	i	i
CC(=O)N1CCSc2ccc(S(=O)(=O)Nc3ccccc3C)cc21	1.4	i	i
CSc1ccc(S(=O)(=O)Nc2ccccc2C(=O)N2CCOCC2)cc1	-4.7	i	i
CCCCn1c2ccc(F)cc2c2nnc(SCCN3CCOCC3)nc21	4.7	i	i
COc1ccc(NC(=O)C2CCC(=O)N2S(=O)(=O)c2ccc(C)cc2)cc1Cl (stereo not given)	0.4	i	i
Oc1oc(-c2ccccc2)nc1C=Nc1cccc2ccccc12	-0.4	i	i
O=C(/C=C/c1ccc(F)cc1)N1CCN(c2ccccn2)CC1	1.0	i	i
CNC(=O)CSc1nnc(C(C)C)n1C	-1.2	i	i
CCOC(=O)C1C(=O)OC2(CCOC(C)(C)C2)C1C(=O)OCC (stereo not given)	-1.8	i	i
COc1ccc(-n2nc3c(c2NC(=O)C24CC5CC(CC(C5)C2)C4)CS(=O)C3)cc1 (stereo not given)	0.0	i	i
COc1ccccc1CN1C(=NC(=O)CCC2CCCC2)SC2CS(=O)(=O)CC21 (stereo not given)	-1.6	i	i
COc1ccc(CNCC(O)(c2ccc(Cl)cc2)c2ccc(Cl)cc2)cc1	-0.3	i	i
